# Screens: PubChem, several laboratories
# HDAC3 inh = blocks human histone deacetylase 3. O15379. recombinant HDAC3, fluorogenic peptide/trypsin coupled, fluorescence. inhibition, % at 8.3 µM. actives 0.15% (n = 320,000). AID 2718; in the data active = inhibition above about 26%, passing the limit was not always enough
# Target sequence (O15379 whole entry, looked up): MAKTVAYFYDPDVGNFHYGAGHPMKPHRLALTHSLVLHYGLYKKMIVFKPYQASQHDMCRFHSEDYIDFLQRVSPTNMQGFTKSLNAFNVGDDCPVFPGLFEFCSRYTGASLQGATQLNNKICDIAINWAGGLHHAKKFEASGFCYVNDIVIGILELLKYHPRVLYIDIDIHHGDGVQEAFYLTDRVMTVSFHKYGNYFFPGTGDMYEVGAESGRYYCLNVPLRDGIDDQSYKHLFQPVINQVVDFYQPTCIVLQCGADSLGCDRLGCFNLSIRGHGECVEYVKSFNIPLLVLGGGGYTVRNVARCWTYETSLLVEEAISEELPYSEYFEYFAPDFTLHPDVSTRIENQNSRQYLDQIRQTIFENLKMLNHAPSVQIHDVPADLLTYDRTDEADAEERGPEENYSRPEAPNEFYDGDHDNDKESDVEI
# Platelet DG rel = platelet dense granule release activity; human platelet-rich plasma, SFLLRN dense granule ATP release, luminescence; inhibition, %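 (compounds screened at 7.5 µM in platelet-rich plasma)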; actives 0.22% (n = 300,000); AID 1663;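 active = mean replicate score, as percent of positive control, at or above 50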
# HSF1 inhib = HSF1 inhibition. NIH3T3-HGL HSE-luciferase, MG132-induced, luminescence 8 h; active compounds read low. activity change, negative = inhibition, % at 7.5 µM (by protocol). actives 0.77% (n = 300,000);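 active = more than half of replicate wells show activity change below -50%, luminescence cut by over half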;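 also: luciferase reports HSF-1 transcriptional activity via heat shock element; 0% = median of DMSO wells and -100% = zero luminescence signal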
# IEC-6 cytotox = kills IEC-6 intestinal cells in KLF5 counter-screen; IEC-6 cytotoxicity, luminescence viability; inhibition, % at 5 µM; actives 0.78% (n = 290,000); in the data active = inhibition above about 22%;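 also: 0% = plate median of test compound wells and 100% = cytotoxic reference compound wells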
# HIF act = HIF pathway transcriptional activation. activation, % at 7.5 µM (by protocol). U2OS HRE-luciferase reporter, luminescence; normalized: DMSO 0%, desferrioxamine 100%. actives 0.32% (n = 300,000). AID 1910;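 active = mean activation of at least 10% of the iron chelator positive control signal, with at least half of replicates also reaching 10%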
# aSyn UTR inh = 5' untranslated region of α-synuclein, MLPCN primary screen; alpha-synuclein 5'UTR reporter, inhibitor activity; actives 0.82% (n = 300,000); AID 1813; inhibition, % (tested at 7.5 µM); in the data active = inhibition above about 60%;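 also: H4 neuroglioblastoma cells stably carrying SNCA 5'UTR luciferase fusion; 0% = DMSO wells and 100% = positive control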
# AI-2 QS modul = Vibrio harveyi AI-2 quorum sensing modulation; Vibrio harveyi JMH597 AI-2 luminescence/OD600 ratio, 9 h; active compounds read low; strain lacks LuxN and CqsS sensors; 0 = neutral-control median; activity change, % at 7.5 µM; actives 0.4% (n = 300,000); AID 2094; in the data active = activity change below about -75%, passing the limit was not always enough;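 also: luminescence divided by OD600 gain over 9 h not by final OD600 alone; inactives centre near 13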
# HSF1 activator = increases HSF-1 driven luciferase reporter signal | NIH3T3-HGL HSF-1 luciferase reporter, MG132, 8 h; 100% = twice DMSO control signal | actives 1.7% (n = 300,000) | activation, % at 9 µM;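 active = mean replicate activation of at least 50% with a set share of replicates each reaching 50%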;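 also: 0% = median of the neutral control wells and 100% = twice that signal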
# HSP90 inh = HSP90 refolding inhibition in rabbit reticulocyte lysate. luciferase refolding luminescence, 3 h. inhibition, % at 5.6 µM. actives 0.91% (n = 290,000). AID 1789;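 active = inhibition above the screen-wide mean plus 3 SD, computed separately per campaign, cut at about 16% in these data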;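 also: 0% = DMSO wells and 100% = 60 µM geldanamycin wells; inhibitors lower the luminescence because luciferase stays unfolded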
# KLF5 inhibitor = suppresses KLF5 promoter-driven expression; DLD-1 KLF5 promoter-luciferase reporter, luminescence; inhibition, % at 5 µM; actives 0.23% (n = 290,000);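 active = inhibition above a per-plate limit of that plate's mean compound inhibition plus 3 SD, cut at about 60% in these data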;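 also: 0% = DMSO wells and 100% = LY294002 at 200 µM; higher means less KLF5 promoter-driven luciferase light; inactives centre near -14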
# * hit, by the source's call; . = not tested or not shown.
# Value order – HDAC3 inh	Platelet DG rel	HSF1 inhib	IEC-6 cytotox	HIF act	aSyn UTR inh	AI-2 QS modul	HSF1 activator	HSP90 inh	KLF5 inhibitor
Cc1ccc[n+](-c2[nH]c(=O)sc2/C=N/NC(=O)c2ccccc2[O-])c1
→ 5	7	2	4	-0.5	3	27	15	2	4
O=C(Cn1c(=O)oc2ccc(Cl)cc21)Nc1ccon1
→ -2	3	0	-7	0.0	-4	7	-3	-2	-19
Cc1cnc(NC(=O)Nc2ccc(Cl)cc2)s1
→ 2	2	343	29*	4.3	-187	-3	274*	0	-127
O=C(CN1CCOCC1)Nc1cc(C(F)(F)F)ccc1Cl
→ 5	-10	1	-7	-0.3	36	.	0	3	-40
CC1Cc2nc(SCC(=O)Nc3ccc4c(c3)OCO4)n(-c3ccc(F)cc3)c(=O)c2S1 (stereo unspecified)
→ -8	2	5	.	-0.3	15	0	-3	.	.
CCCc1nnc(NC(=O)CCS(=O)(=O)c2ccccc2)s1
→ -1	2	-6	3	-1.2	-25	.	15	-5	14
c1coc(-c2ccnc(-n3cccc3)n2)c1
→ .	-39	-1	10	0.4	-2	9	-3	5	10
CC(=O)N1c2ccc(S(=O)(=O)NCCC(=O)Nc3ccccc3C)cc2CC1C (stereo unspecified)
→ 2	-1	4	-5	0.6	21	34	12	-3	-29
COC(=O)c1cc(Br)c(=O)n(Cc2ccc3c(c2)OCO3)c1
→ 23	29	5	-3	-0.1	20	54	7	-3	-27
O=C(Nn1c(O)c(C=C2N=c3ccccc3=N2)sc1=S)c1ccc(Cl)cc1
→ 11	-10	12	6	-0.3	-7	4	34	-1	-6
CC(C)(C)NC(=O)C(c1ccc(F)cc1)N(C(=O)CCC(=O)Nc1ccccn1)C1CCCC1 (stereo unspecified)
→ -2	-2	-3	2	0.0	3	14	12	0	-11
O=C(C1CCCN1S(=O)(=O)c1cccc2cccnc12)N1CCc2ccccc2C1 (stereo unspecified)
→ -4	-10	-1	-2	.	-10	16	7	1	-32
COc1cc(NC(=O)c2cc(-n3cnnc3)ccc2Cl)cc(OC)c1
→ -3	-2	-1	1	0.1	18	36	-1	1	12
CC(C)NC(=S)N1CCN(C(c2ccccc2)c2ccccc2)CC1
→ 9	-5	6	-2	0.0	10	21	14	0	-14
CCC(=O)NC1CCN(C(=S)NC)CC1
→ 0	-7	11	-12	-0.6	-1	7	32	-2	1
Cc1ccc(-c2nnc(-c3ccccc3S(=O)(=O)Cc3ccc(Cl)cc3)o2)cc1
→ 1	-1	4	-4	-0.1	16	5	15	-1	-15
C=CCn1c(-c2ccccc2OCC)n[nH]c1=S
→ -4	-82	-9	7	-2.5	-41	40	-11	-3	-12
Cc1ccc(N(C(=O)C2CCCO2)C2C=CS(=O)(=O)C2)cc1Cl (stereo unspecified)
→ -1	7	1	-4	0.1	19	25	3	1	-28
COc1cc(C(=O)Nc2nc(-c3ccc(C)cc3)cs2)ccc1OCC(=O)N1CCOCC1
→ 1	-1	-10	4	-0.1	9	29	-4	3	0
COCCCn1c(-c2ccc(OC)cc2)nc2nc3ccccc3nc21
→ .	-4	-3	-3	1.2	6	15	-9	0	-3
COc1ccc(-c2cc(C(F)(F)F)nc(NCc3ccco3)n2)cc1OC
→ 16	0	-7	3	-0.6	16	12	5	0	-39
Cc1c(C)n(C)c2ccc([N+](=O)[O-])cc12
→ 4	-2	-4	-2	0.0	26	7	-4	1	-14
CC(C)Cc1nnc(NC(=O)C2CCCC2)s1
→ -1	-6	0	-1	2.3	-36	8	17	2	-33
Cc1cc(OCC#N)nc(N)n1
→ -3	-3	8	-4	-0.2	-16	31	4	-5	-18
COc1c(C(=O)N2CCCC2)ccc2ccccc12
→ -1	3	3	5	-0.5	-6	6	4	0	-26
CCCCNC(=O)c1ccc(CS(=O)(=O)c2ccc(C)cc2)o1
→ -4	0	1	-7	-26	1	8	5	-4	-18
CCN(CC)CCn1c(C)nc2ccccc21
→ -2	5	-7	-4	-0.2	-13	21	-1	-3	21
CCN1C(=O)C(c2ccc(O)cc2)(c2ccc(O)cc2)c2ccccc21
→ -9	6	-48	5	-0.1	0	10	-58	1	-2
CCN1CCN(c2nc3c(c(=O)[nH]c(=O)n3C)n2Cc2ccccc2F)CC1
→ 1	5	-1	3	0.3	-13	7	-20	2	-16
CC(=O)Cn1c(C(F)(F)F)nc2ccccc21
→ -4	-14	-3	1	-0.1	-7	251	3	0	-10
COc1ccc(Oc2ccc(/C=N/NC(=O)c3cccnc3)cc2[N+](=O)[O-])cc1
→ 4	7	2	2	-3.2	8	41	-6	1	-4
CCOC(=O)c1ccc(NC(=O)c2nc[nH]c2C(=O)N2CCN(c3ccccc3)CC2)cc1
→ -5	0	-3	.	0.2	12	12	6	.	.
Brc1cccc(-c2n[nH]c(-c3ccccc3)n2)c1
→ 5	15	0	12	5.3	-77	-6	-12	0	-45
O=C(CCCCC(=O)NCc1cccs1)NCc1cccs1
→ -4	-3	-5	3	0.1	3	24	7	-1	-2
COc1ccc(/C=N/N=C2/SCC(=O)N2Cc2ccccc2)cc1
→ 13	2	35	2	2.6	-170	1	66*	1	-97
O=c1c(/C=N\NS(=O)(=O)c2ccccc2)coc2ccc(Cl)cc12
→ 0	-5	-75*	-2	0.6	-17	0	-79	1	-16
Cc1ccc(NC(=O)CCC(=O)N/N=C/c2ccccc2O)cc1
→ -2	-7	3	-1	1.0	16	24	35	-4	5
Cc1ccc(C(=O)CSc2ncnc3sc4c(c23)CCC(C)C4)cc1 (stereo unspecified)
→ .	5	-5	-1	-0.3	2	16	2	0	-23
CN(C)CCCN(C(=O)c1ccc(S(=O)(=O)N2CCc3ccccc3C2)cc1)c1nc2c(F)cccc2s1
→ -1	-3	-9	-9	0.0	8	10	-24	3	-18
CCOc1ccc(CNS(=O)(=O)c2c(C(=O)N3CCCC3)c(C)n(C)c2C)cc1OC
→ 5	-12	0	-5	-0.5	-29	13	0	-2	-5
Cc1ccc(S(=O)(=O)N2CN(CC3CCCO3)c3nc4ccccc4nc32)cc1 (stereo unspecified)
→ -8	-4	7	-6	0.5	-6	12	12	-2	-28
Cc1ccc(-n2nnnc2CN2CCCCC2)cc1
→ -4	0	1	0	-0.1	21	30	8	2	-21
O=C(CNC(=O)c1ccc(Br)o1)NNC(=O)c1cccc(Cl)c1
→ .	-19	-3	.	-0.1	0	-14	-1	.	.
O=C(O)CC(SCC(=O)NC1CCCc2ccccc21)C(=O)O (stereo unspecified)
→ -6	1	-1	-1	-0.6	4	29	-21	2	-23
CCNC(=O)NC(=O)C(C)OC(=O)C1CCN(S(=O)(=O)c2ccccc2F)CC1 (stereo unspecified)
→ 0	-1	-3	3	-0.3	10	-4	19	-2	-9
Cc1nn2c(NCCN(C)C)c3c(nc2c1-c1ccccc1)CCCC3
→ 3	.	.	25*	.	.	25	.	7	-3
O=C1CC(SCCc2nc3ccccc3[nH]2)C(=O)N1c1ccc(Cl)cc1 (stereo unspecified)
→ 0	0	4	-1	0.0	-4	22	4	3	4
S=C(NCc1ccco1)Nc1ccccc1Cl
→ -3	13	6	3	0.8	-22	8	3	3	-23
COC(=O)c1ccccc1NC(=O)C1CCCN(S(=O)(=O)c2ccc(F)cc2)C1 (stereo unspecified)
→ 3	1	0	-2	-0.3	-9	-22	-5	-3	-19
O=C(NCc1ccccn1)Nc1cccc([N+](=O)[O-])c1
→ -2	16	11	-2	0.1	0	13	7	-4	-45
O=C(NCCCO)/C(=C\c1ccco1)NC(=O)c1ccco1
→ 5	-3	-2	-2	-0.2	9	13	15	10	-41
O=C(NC(=S)Nc1ccc(Cl)cc1Cl)C1CC1
→ -1	3	15	0	3.1	-107	-43	27	-4	-94
O=c1c2cc3c(nc2[nH]c(=S)n1-c1ccccc1)CCCC3
→ -1	-1	6	-5	0.4	-9	11	40	-4	10
CC(=O)Nc1ccc(SC(C)C(=O)NC2CCCC2)cc1 (stereo unspecified)
→ 10	22	-1	7	-0.1	-6	25	-20	-1	-14
CC(C)c1ccc(NC(=O)C2CCN(S(=O)(=O)c3ccc4c(c3)NC(=O)CO4)CC2)cc1
→ -5	-7	5	-4	-0.2	31	17	14	-2	-21
Cc1noc(C)c1CSc1ccccc1C(=O)Nc1nccs1
→ -2	-2	4	4	-1.5	7	19	-12	1	-14
Cc1noc(C)c1COC(=O)/C=C/c1ccc(Cl)cc1
→ 6	0	2	-7	0.6	-6	17	15	0	20
O=c1[nH]c(-[n+]2ccccc2)c(/C=N/N=C(\[O-])c2ccccc2)s1
→ 9	6	-2	8	-0.6	-5	12	-5	3	-22
COc1ccc(N2CCN(CC(O)COC(C)(C)C)CC2)cc1 (stereo unspecified)
→ -10	-4	-6	-2	-0.3	10	33	-8	0	14
CC(=O)Nc1cccc(NC(=O)CSc2nc(=O)n(Cc3ccccn3)c3c2CCC3)c1
→ 10	-1	0	.	0.0	-7	-7	-4	.	.
COc1cc(Cl)cc(C2NC(=O)NC(C)=C2C(=O)NCc2ccccc2)c1O (stereo unspecified)
→ -3	2	-1	-2	-0.2	26	11	-2	-5	-9

# Pulled one by one from the entries so far (2):
# Value order – HDAC3 inh	Platelet DG rel	HSF1 inhib	IEC-6 cytotox	HIF act	aSyn UTR inh	AI-2 QS modul	HSF1 activator	HSP90 inh	KLF5 inhibitor
CC(=O)Cn1c(C(F)(F)F)nc2ccccc21
→ -4	-14	-3	1	-0.1	-7	251	3	0	-10
COc1c(C(=O)N2CCCC2)ccc2ccccc12
→ -1	3	3	5	-0.5	-6	6	4	0	-26

# Copied from the entries so far (twelve entries):
# Value order – HDAC3 inh	Platelet DG rel	HSF1 inhib	IEC-6 cytotox	HIF act	aSyn UTR inh	AI-2 QS modul	HSF1 activator	HSP90 inh	KLF5 inhibitor
Cc1ccc[n+](-c2[nH]c(=O)sc2/C=N/NC(=O)c2ccccc2[O-])c1
→ 5	7	2	4	-0.5	3	27	15	2	4
O=C(Cn1c(=O)oc2ccc(Cl)cc21)Nc1ccon1
→ -2	3	0	-7	0.0	-4	7	-3	-2	-19
Cc1cnc(NC(=O)Nc2ccc(Cl)cc2)s1
→ 2	2	343	29*	4.3	-187	-3	274*	0	-127
O=C(CN1CCOCC1)Nc1cc(C(F)(F)F)ccc1Cl
→ 5	-10	1	-7	-0.3	36	.	0	3	-40
CC1Cc2nc(SCC(=O)Nc3ccc4c(c3)OCO4)n(-c3ccc(F)cc3)c(=O)c2S1 (stereo unspecified)
→ -8	2	5	.	-0.3	15	0	-3	.	.
CCCc1nnc(NC(=O)CCS(=O)(=O)c2ccccc2)s1
→ -1	2	-6	3	-1.2	-25	.	15	-5	14
c1coc(-c2ccnc(-n3cccc3)n2)c1
→ .	-39	-1	10	0.4	-2	9	-3	5	10
CC(=O)N1c2ccc(S(=O)(=O)NCCC(=O)Nc3ccccc3C)cc2CC1C (stereo unspecified)
→ 2	-1	4	-5	0.6	21	34	12	-3	-29
COC(=O)c1cc(Br)c(=O)n(Cc2ccc3c(c2)OCO3)c1
→ 23	29	5	-3	-0.1	20	54	7	-3	-27
O=C(Nn1c(O)c(C=C2N=c3ccccc3=N2)sc1=S)c1ccc(Cl)cc1
→ 11	-10	12	6	-0.3	-7	4	34	-1	-6
CC(C)(C)NC(=O)C(c1ccc(F)cc1)N(C(=O)CCC(=O)Nc1ccccn1)C1CCCC1 (stereo unspecified)
→ -2	-2	-3	2	0.0	3	14	12	0	-11
O=C(C1CCCN1S(=O)(=O)c1cccc2cccnc12)N1CCc2ccccc2C1 (stereo unspecified)
→ -4	-10	-1	-2	.	-10	16	7	1	-32
